M17LAP inhibition: P. falciparum M17LAP inhibitors, primary screen, biochemical, fluorogenic H-Leu-NHMec substrate, 1536-well (AID 1619); recombinant M17LAP, H-Leu-NHMec fluorogenic kinetic assay; higher % means a stronger effect; inhibition, % at 30 µM; hits with a dose series show IC50 in µM; actives 0.38% (n = 220,000);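 active means compound inhibiting the enzyme by more than half at any dose during confirmatory dose-response retesting; inconclusive means strong single-dose inhibitors picked by rank but not retested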;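 further: plate controls were full reaction with DMSO carrier for no effect and no enzyme background for full effect; strong numbers were not always called active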
Lipid droplet: hepatic lipid droplet formation modulation. actives 0.4% (n = 240,000). AML12 mouse hepatocytes, oleate lipid droplets, BODIPY imaging. inhibition, % at 6.5 µM. AID 1656;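 active means lipid droplet intensity inhibited by at least 50%, with more than 500 cells counted; inconclusive means wells with under 300 cells, treated as cytotoxic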
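Material – mouse AML12 hepatocyte cell line, fixed after treatment · Compound dosing – one dose, 6.5 µM compound · Times – compound with oleate, overnight · Measured by – Image-based BODIPY and DAPI two-channel analysis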
M1AAP inhibition: P. falciparum M1AAP inhibitors, biochemical, fluorogenic H-Leu-NHMec substrate, 1536-well (AID 1445); actives 0.42% (n = 220,000); inhibition, % at 30 µM; hits with a dose series show IC50 in µM; recombinant M1AAP, H-Leu-NHMec fluorogenic kinetic assay; higher % means a stronger effect;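 active means primary inhibition above the hit cutoff, then over 50% inhibition at one or more dose response concentrations, cut at about 23% in these data, passing the limit was not always enough; inconclusive means conflicting primary data, or primary hits not chosen for dose response; inactive means low primary inhibition, or under 50% at every dose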;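 further: plate controls were DMSO full reaction for no effect and no enzyme background for full effect; strong numbers were not always called active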
K1F lysis inhibition: protection from phage-mediated lysis, alamar blue read-out – E. coli UTI89, K1F phage, bacterial capsule biogenesis inhibitors (AID 488966); E. coli UTI89 K1F phage lysis, alamar blue, 2 h; higher % means a stronger effect; inhibition, % at 100 µM, or IC50 in µM where a hit was titrated; actives 0.02% (n = 340,000);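 active means phage lysis inhibition, versus mean bacterial control, above a set limit; inconclusive means no clear call, values can overlap the other calls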;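 further: capsule biogenesis inhibitors block K1F phage lysis so surviving cells raise fluorescence; higher fluorescence means more inhibition of phage lysis; actives were called in the ten point dose series up to 300 µM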
Siah-1 displacement: Siah-1 peptide-binding antagonists, primary screen, biochemical, fluorescence polarization, rhodamine-plectin, uHTS (AID 1817); Siah-1 / rhodamine-plectin peptide fluorescence polarization; higher % means a stronger effect; one-dose displacement, % at 20 µM; IC50 in µM for titrated hits; actives 0.02% (n = 290,000);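 active means displacement of at least 50% at 20 µM, with a fluorescence ratio check between 0.3 and a set limit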;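 further: plate controls were Siah plus tracer with DMSO for no effect and tracer alone without Siah for full effect; strong numbers were not always called active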
XIAP antagonists: XIAP antagonists, biochemical, IAP family, fluorescence polarization (AID 1018). XIAP BIR domain, fluorescence polarization peptide displacement; higher % means a stronger effect. one-dose displacement, % at 20 µM; IC50 in µM for titrated hits. actives 0.007% (n = 200,000); in the data active means displacement above about 50%; further: a part of the inactive calls stands beside numbers as strong as those of hits
TNAP activation fold: stimulation of alkaline phosphatase TNAP activity – biochemical, luminescent, no phosphate acceptor, uHTS, primary screen (AID 1001); purified TNAP, luminescent activation assay, no phosphate acceptor; higher activation fold means a stronger effect; activation fold at 20 µM, or EC50 in µM where a hit was titrated; actives 0.03% (n = 200,000); in the data active means activation fold from about 3, or a potency from the dose series; inactive means the rest, 99 in 100 with activation fold below about 1.6; further: many of its hits are not listed in these tables
human PMI inhibition: MPI enzyme activity inhibition – biochemical, fluorescence intensity, coupled assay, primary screen (AID 1209) | inhibition, % at 20 µM, or IC50 in µM where a hit was titrated | purified PMI enzyme, coupled fluorescence intensity; higher % means a stronger effect | actives 0.42% (n = 190,000);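 further: plate controls were DMSO vehicle for no effect and wells lacking substrate for full effect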
PMI inhibition: human PMI inhibitors, high substrate, primary screen, biochemical, fluorescence intensity, high mannose 6-phosphate (AID 1220); actives 0.66% (n = 190,000); inhibition, % at 20 µM, or IC50 in µM where a hit was titrated; recombinant PMI enzyme, coupled fluorescence intensity; higher % means a stronger effect
Lipid droplet cells 6.5 µM: recorded beside Lipid droplet, whose call it bears; cell count; measured here: cell count, cytotoxicity flag;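 cells counted across two imaged fields per well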
* = called active by the depositor; ? = inconclusive; / = no result given; [ ] = remark or other dose. Unless noted, no stated cut-off is given here; in the data, active means inhibition above about 50%; inactive means the rest.

The first 2 compounds as a preview:
SMILES | Siah-1 displacement | Lipid droplet cells 6.5 µM | Lipid droplet | PMI inhibition | M17LAP inhibition | human PMI inhibition | M1AAP inhibition | K1F lysis inhibition | TNAP activation fold | XIAP antagonists
Cc1cc(C)n(CCNC(=O)CC2C(=O)NCCN2Cc2ccccc2C(F)(F)F)n1 (stereo not given) | -3% | 740 | -2 | 15% | 2% | -2% | 7% | -2.3% | 1.1 | -5.0%
Cc1ccc(N2C(=O)CC(Sc3ncccc3C(=O)O)C2=O)cc1 (stereo not given) | 0% | 693 | 18 | -2% | 4% | -6% | 14% | 1.1% | 1.1 | -6.1%

All compounds of this part, repeating the preview:
SMILES | Siah-1 displacement | Lipid droplet cells 6.5 µM | Lipid droplet | PMI inhibition | M17LAP inhibition | human PMI inhibition | M1AAP inhibition | K1F lysis inhibition | TNAP activation fold | XIAP antagonists
Cc1cc(C)n(CCNC(=O)CC2C(=O)NCCN2Cc2ccccc2C(F)(F)F)n1 (stereo not given) | -3% | 740 | -2 | 15% | 2% | -2% | 7% | -2.3% | 1.1 | -5.0%
Cc1ccc(N2C(=O)CC(Sc3ncccc3C(=O)O)C2=O)cc1 (stereo not given) | 0% | 693 | 18 | -2% | 4% | -6% | 14% | 1.1% | 1.1 | -6.1%
CNC(=O)COC(=O)c1ccc(NC(=O)CC#N)cc1 | -1% | 452 | -118 | -1% | 10% | -3% | 3% | 0.8% | 1.1 | -4.8%
CC1(C)CC(=O)C2=C(C1)N(Cc1ccco1)C(=O)C2(NC(=O)c1cccnc1)C(F)(F)F (stereo not given) | -2% | / | / | 6% | 19% | 5% | 2% | 0.5% | 1.2 | -7.2%
Cc1cc(C)c(C(N)=O)c(Nc2ccc3c(c2)OCCO3)n1 | 6% | 716 | -2 | 11% | 12% | 27% | 4% | 0.9% | 1.1 | -9.9%
Cc1ccc(C)c(NC(=O)CSc2nnc(CNC(=O)c3cccs3)o2)c1 | 2% | 702 | 8 | 11% | 0% | 7% | -8% | 0.1% | 1 | -1.7%
C/C=C(/C)C(=O)O[C@@H]1c2c(ccc3ccc(=O)oc23)O[C@@H]1C(C)(C)OC(=O)/C(C)=C\C | 5% | 735 | -33 | 10% | 5% | 12% | 3% | 0.1% | 1.1 | -5.4%
O=S(=O)(c1ccc(-c2nnc(SCc3ccccc3)o2)cc1)N1CCCC1 | 3% | / | / | -3% | -6% | -2% | 4% | 0.5% | 1.1 | -2.9%
COc1ccc(C(=O)NNC(=O)C(Cc2ccc(O)cc2)NC(=O)c2ccccc2NC(=O)c2ccc(OC)cc2)cc1 (stereo not given) | 9% | 615 | 17 | 22% | -1% | 20% | 1% | 0.9%[50 µM] | 1.2 | -0.7%
Cc1ccc(N2C(=O)N(C(C)C)C(C)(C)CC2(C)O)cc1 (stereo not given) | -2% | 667 | -13 | / | -1% | / | 6% | 0.4% | / | /
Cc1ccc(OCc2nnc(SCc3cc(=O)[nH]c4ccccc34)o2)cc1 | 1% | / | / | 8% | 0% | 9% | 3% | -0.1% | 1.1 | -3.1%
C[C@@H]1CN(C(=O)c2nc3ccc(Cl)cn3c2CNCC[C@@H]2C[C@@H]3C=C[C@H]2C3)C[C@H](C)O1 | -9% | 580 | -11 | -8% | -1% | 2% | 7% | 0.2% | 1.1 | -8.2%
Cc1nc(NC(=O)/C=C/c2ccco2)sc1C | 5% | 582 | -3 | 9% | 0% | -15% | 3% | 0.3% | 1 | -2.4%
COc1cccc(CNC(=O)C2=Cc3cccc(OC)c3OC2)c1 | 3% | 688 | -2 | -6% | -4% | 2% | 5% | 1.9% | 1.1 | -8.7%
COc1ccc(NC(=O)CSc2nc3ccccc3c(=O)n2CCC(=O)N2CCCCC2)cc1 | 4% | / | / | 4% | 8% | 19% | 2% | 2.5% | 1.1 | -0.7%

Taken from above.
Cc1cc(C)n(CCNC(=O)CC2C(=O)NCCN2Cc2ccccc2C(F)(F)F)n1 (stereo not given) in Lipid droplet cells 6.5 µM is listed with 740
CC1(C)CC(=O)C2=C(C1)N(Cc1ccco1)C(=O)C2(NC(=O)c1cccnc1)C(F)(F)F (stereo not given) in TNAP activation fold is listed with 1.2

(cont.)
SMILES | Siah-1 displacement | Lipid droplet cells 6.5 µM | Lipid droplet | PMI inhibition | M17LAP inhibition | human PMI inhibition | M1AAP inhibition | K1F lysis inhibition | TNAP activation fold | XIAP antagonists
C=CCc1cc(C=O)cc(OC)c1OCc1c(Cl)cccc1Cl | -3% | / | / | 7% | 8% | 9% | 16% | 3.0% | 1.1 | -5.4%
COCCn1c(-c2cccc([N+](=O)[O-])c2)nc2c1c(=O)[nH]c(=O)n2Cc1ccccc1 | 7% | 647 | -2 | -11% | -8% | -13% | 5% | 0.0% | 1.2 | -1.8%
C=CCOc1ccc(/C=C2\SC(=S)N(C(C(=O)O)c3ccccc3)C2=O)cc1 (stereo not given) | 4% | 725 | -17 | / | 34% | / | 34µM* | -0.4% | / | /
Cc1ccc(S(=O)(=O)NCCNc2ccc([N+](=O)[O-])cc2C(F)(F)F)cc1 | -2% | / | / | 3% | 6% | 6% | 23% | 0.9% | 0.9 | -0.1%
COc1ccc(-c2nnc(SCC#N)o2)cc1 | 5% | 733 | -6 | 17% | 6% | 15% | -1% | 0.2% | 1.1 | -1.3%
Cc1cccc(-n2c(-c3csc(C)c3C)n[nH]c2=S)c1 | 10% | 674 | 6 | -1% | -12% | 1% | 3% | 1.4% | 1.1 | -2.9%
CCN(CC)S(=O)(=O)c1ccc2c(c1)N(CC(=O)NCc1ccccn1)C(=O)CO2 | -3% | 699 | 15 | / | 8% | / | 3% | 1.1%[50 µM] | / | /
CCc1ccc(OCCCC(=O)NCc2ccccc2)cc1 | -1% | 662 | 5 | -2% | -5% | -12% | 2% | 2.1% | 1 | -3.8%
CCCC(=O)NNC(=O)CCC(=O)Nc1ccccc1Cl | 6% | 715 | 3 | -4% | 6% | 1% | 4% | 0.3% | 1.1 | -4.4%
OCCCNC(=S)NC1CCCC1 | -8% | / | / | 7% | 0% | 2% | 5% | 0.1% | 1.1 | 3.2%
CCCOc1c(Br)cc(/C=N/O)cc1OC | -1% | 594 | 12 | 17% | 9% | 16% | -1% | -0.2% | 1 | -7.8%
Cc1ccc(CN2C(=O)N/C(=C/c3ccc(-c4ccc(C(=O)O)cc4)o3)C2=O)cc1 | 7% | 744 | -4 | / | 3% | / | 7% | -0.5%[50 µM] | / | /
CCN1CCN(CC(=O)Nc2cc(C)c(C)cc2[N+](=O)[O-])CC1 | -4% | 710 | -1 | -10% | 23% | -6% | 5% | -0.2% | 1 | -6.4%
CC(C)Oc1ccc(CN=C(N)N=C(N)N)cc1Cl | 1% | 500 | -3 | -5% | -5% | 6% | -5% | 1.8% | 1.2 | -2.0%
Cc1noc(C)c1C(=O)OCC(=O)c1ccc[nH]1 | -6% | / | / | 8% | -1% | 5% | 5% | 0.4% | 1.1 | -4.5%

Next section:
SMILES | Siah-1 displacement | Lipid droplet cells 6.5 µM | Lipid droplet | PMI inhibition | M17LAP inhibition | human PMI inhibition | M1AAP inhibition | K1F lysis inhibition | TNAP activation fold | XIAP antagonists
COc1ccc(NC(=O)c2ccc(COCC(F)(F)F)cc2)cc1OC | 1% | 692 | 1 | 4% | 6% | 19% | 8% | 0.8% | 1.1 | -4.5%
COCCOC(=O)C1=C(C)NC2=C(C(=O)CC(C)(C)C2)C1c1cccnc1 (stereo not given) | -9% | 709 | 16 | 11% | -26% | 12% | 12% | 1.2% | 1.1 | -0.3%
Cc1ccc(NCc2nnc3n2CCCCC3)c(C)c1 | 0% | 700 | 4 | -9% | -2% | -10% | 4% | 0.9% | 0.9 | -3.4%
CC1=CC(C)C2(CO)COC(c3ccccc3O)C1C2C (stereo not given) | -2% | 754 | -19 | 4% | 13% | 8% | -6% | -0.2% | 1.1 | -2.6%
Cn1c[n+](C)cc1/C=N/O | 0% | / | / | -12% | -1% | 6% | 20% | 0.1% | 1.1 | -5.9%
Cc1ccc(-n2nnc(-c3nccs3)n2)cc1 | -2% | 767 | -1 | -3% | -4% | 0% | 3% | 8.0% | 1.1 | -7.3%
Cc1cc(C(=O)Nn2c(-c3ccncc3)nc3ccccc3c2=O)ccc1[N+](=O)[O-] | -4% | 766 | 9 | -3% | 10% | -3% | 5% | -1.1% | 1.1 | -5.7%
O=C(Nc1cccc2nsnc12)c1ccc2c(c1)OCO2 | 3% | / | / | 18% | -3% | 9% | 5% | 0.7% | 1.1 | -0.7%
O=C(Nc1cccnc1)c1c(O)c2cccc3c2n(c1=O)CC3 | 0% | 772 | 2 | 13% | 1% | 15% | 1% | 0.5% | 1.1 | 1.9%
O=C(CCCn1cc([N+](=O)[O-])cn1)NCc1ccccc1 | 0% | 673 | 9 | -2% | 1% | -2% | -2% | 0.3% | 1.2 | -7.8%
O=C1c2cccc3cccc(c23)N1Cc1ccc(F)cc1 | -10% | / | ? | 34% | -6% | 20% | 5% | 0.4% | 1.1 | -38%
O=C(c1cc2c(=O)n3ccccc3nc2s1)N1CCOCC1 | 2% | 765 | 3 | 1% | -78% | 5% | 15% | 3.5% | 1.1 | 0.7%
Cc1ccc(NC(=O)CSc2nc3ccccc3c3nc(CCc4c(C)n[nH]c4C)nn23)cc1F | 2% | 812 | 16 | 12% | -7% | 19% | 3% | 0.1% | 1.1 | -8.3%
Oc1c(N=Nc2ccccn2)ccc2ccccc12 | -4% | / | / | 28% | 1% | 16% | -6% | 0.0% | 0.6 | -0.6%
CCn1c(=O)cc(SCC(=O)N2CCC(C)CC2)c2ccccc21 | -2% | / | / | -4% | 32% | -2% | 7% | 13% | 1.1 | 1.7%
Cc1ccccc1C(=O)NCCc1nnc(SCC(=O)Nc2nc(-c3ccccc3)cs2)n1C | 5% | 744 | 28 | -5% | -21% | -1% | 1% | 0.6% | 1.1 | -0.6%
OC(COC(c1ccc(Cl)cc1)c1ccc(Cl)cc1)CN1CCN(c2ccccn2)CC1 (stereo not given) | 2% | 650 | -17 | -26% | -9% | -13% | 3% | 0.2% | 1.1 | -3.2%
Cc1cccc(NC(=S)N2CCC(O)CC2)c1C | -5% | 696 | 6 | -1% | -6% | 2% | -1% | 0.3% | 1.3 | -1.9%

Some of these compounds in order of their number in Siah-1 displacement, highest first.
SMILES | Siah-1 displacement | PMI inhibition | M17LAP inhibition | human PMI inhibition | M1AAP inhibition | TNAP activation fold | XIAP antagonists
O=C(Nc1cccc2nsnc12)c1ccc2c(c1)OCO2 | 3% | 18% | -3% | 9% | 5% | 1.1 | -0.7%
O=C(Nc1cccnc1)c1c(O)c2cccc3c2n(c1=O)CC3 | 0% | 13% | 1% | 15% | 1% | 1.1 | 1.9%
Oc1c(N=Nc2ccccn2)ccc2ccccc12 | -4% | 28% | 1% | 16% | -6% | 0.6 | -0.6%
